RAD52 anneal inh – inhibitors of human RAD52 DNA annealing; inhibition, % at 18.7 µM; recombinant RAD52 DNA annealing, FRET fluorescence; P43351; AID 651710; actives 0.46% (n = 360,000);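 active means every replicate showing at least 50% inhibition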
E-sel inducer – induces E-selectin expression in human endothelial cells; P16581; HUVEC E-selectin immunofluorescence imaging; normalized: neutral wells 0, TNF-alpha wells 100; AID 686992; activation, % at 7.58 µM; actives 0.37% (n = 260,000);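 active means mean E-selectin-positive cell signal at least 10% of the positive control, reached in at least 60% of replicates, without over 20% cell loss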;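 further: in these data hits start at about 27%; measured in HUVEC primary endothelial cells; signal is the percent of cells scored E-selectin positive by PE staining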
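Test system: HUVEC | Signal: Immunofluorescence imaging | Read-out: Percent E-selectin-positive cells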
Cneo AK release – Cryptococcus neoformans lysis via adenylate kinase release. C. neoformans lysis, adenylate kinase release luminescence, 4 h; normalised: neutral wells 0, clomiphene wells 100. lysis activity, % at 15 µM. actives 0.2% (n = 360,000). AID 651654;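 active means mean lysis activity across replicates of at least 80%, whatever share of replicates individually reach that level; inactive means mean lysis activity below 80%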
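Material: C. neoformans cells; Schedule: 4 h static compound exposure, 37 °C, read 1 h post-reagent; Measured by: adenylate kinase release luminescence; Read-out: signal increase indicating cell lysis; Controls: Clomiphene as positive lysis control.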
PglD inh – PglD (C. jejuni) enzyme inhibition | purified PglD enzyme, DTNB colorimetric CoA detection | inhibition, % at 12.5 µM | actives 0.098% (n = 360,000); in the data active means inhibition above about 16%, passing the limit was not always enough; further: strong numbers were not always called active
miR-122 sensor – blocks miR-122 activity in Huh7 sensor cells | actives 0.3% (n = 340,000) | Huh7 miR-122 Renilla luciferase sensor, 48 h; neutral wells = 0, positive control = 100 | AID 602342 | activation (reporter increase), % at 12.5 µM;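 active means mean replicate activation score at least 90 and every replicate individually at or above 90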;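 further: higher luciferase means less miR-122 activity so hits act as miR-122 inhibitors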
ERAP1 HTS inh – inhibitors of human ERAP1 aminopeptidase. AID 652197. recombinant ERAP1, Leu-AMC fluorescence, 60 min. inhibition, % at 10.7 µM. actives 0.15% (n = 340,000);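 active means mean replicate inhibition of at least 30%, or all replicates individually reaching that 30% level; inactive means mean below 30% and not every replicate reaching it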;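 further: 0% = neutral control wells and 100% = L-leucinethiol positive control wells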
Target sequence (Q9NZ08 whole entry, looked up): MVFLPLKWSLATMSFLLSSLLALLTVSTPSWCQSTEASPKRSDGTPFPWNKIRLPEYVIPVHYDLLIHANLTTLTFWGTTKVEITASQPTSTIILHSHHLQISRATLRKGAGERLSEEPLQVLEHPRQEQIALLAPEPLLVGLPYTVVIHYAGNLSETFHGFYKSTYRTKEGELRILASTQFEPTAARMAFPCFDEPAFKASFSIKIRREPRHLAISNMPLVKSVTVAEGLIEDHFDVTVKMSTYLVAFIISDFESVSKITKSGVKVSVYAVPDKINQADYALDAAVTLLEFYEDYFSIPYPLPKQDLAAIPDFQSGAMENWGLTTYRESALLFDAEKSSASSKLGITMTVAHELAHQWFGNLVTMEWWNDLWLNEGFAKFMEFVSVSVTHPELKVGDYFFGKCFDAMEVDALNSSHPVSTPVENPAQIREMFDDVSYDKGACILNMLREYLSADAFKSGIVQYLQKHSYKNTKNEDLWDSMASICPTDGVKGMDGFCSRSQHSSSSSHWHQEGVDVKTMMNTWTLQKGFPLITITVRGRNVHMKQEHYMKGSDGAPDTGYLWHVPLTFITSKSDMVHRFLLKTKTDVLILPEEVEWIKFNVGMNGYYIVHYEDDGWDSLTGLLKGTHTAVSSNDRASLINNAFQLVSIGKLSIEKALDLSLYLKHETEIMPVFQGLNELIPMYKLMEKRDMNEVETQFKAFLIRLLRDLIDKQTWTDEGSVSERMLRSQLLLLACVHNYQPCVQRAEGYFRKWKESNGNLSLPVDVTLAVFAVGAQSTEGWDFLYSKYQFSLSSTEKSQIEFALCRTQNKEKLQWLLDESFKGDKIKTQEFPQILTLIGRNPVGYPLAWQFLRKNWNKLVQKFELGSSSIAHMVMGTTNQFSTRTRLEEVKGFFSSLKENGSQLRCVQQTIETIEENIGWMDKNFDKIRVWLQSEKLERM
PGC1a acetyl inh – lowers PGC1a acetylation signal in U2OS cells; AID 651687; AlphaScreen anti-acetyl-lysine; with virally co-expressed GCN5 acetyltransferase; inhibition, % at 15.6 µM; actives 0.17% (n = 350,000);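 active means every replicate shows inhibition of at least 40%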;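 further: 0% = neutral control wells and 100% = positive control wells; some results beyond the cut were filed as inactive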
RAD54 branch – blocks human RAD54 Holliday junction branch migration | Q92698 | FAM/BHQ fluorescence | inhibition, % at 10.4 µM | actives 0.14% (n = 360,000);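 active means mean normalized replicate activity at least 40 and at least half of replicates scoring 40 or more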;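 further: 0% = median of neutral control wells and 100% = median of positive control wells; inhibitors cause a drop in the FAM fluorescence signal; in these data hits start at about 50%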
* marks the source's active call; other numbers are inactive results; . = not tested or not shown; [ ] = remark or other dose.

SMILES	RAD52 anneal inh	E-sel inducer	Cneo AK release	PglD inh	miR-122 sensor	ERAP1 HTS inh	PGC1a acetyl inh	RAD54 branch
Cc1ccc(N(CC(=O)NC2CCCCC2)C(=O)CCCC(=O)Nc2ccccn2)c(C)c1	-7	.	-1	11	30	-2	.	-17
C[C@H]1CN([C@@H](C)CO)S(=O)(=O)c2ccc(C3=CCCC3)cc2O[C@@H]1CN(C)C(=O)c1ccc(F)cc1	-16	0.8	8	5	7[16.7 µM]	0	4	2
CCc1ccccc1Cn1c(=O)oc2cccnc21	-4	2.2	.	.	-1	-2	2	.
CCCC#Cc1ccc2c(c1)O[C@H](CN(C)CC1CCOCC1)[C@H](C)CN([C@@H](C)CO)S2(=O)=O	7	-0.1	3	1	-6[16.7 µM]	0	-8	-3
COc1cc(NC(=O)c2ccc(S(=O)(=O)N(C)c3ccccc3)cc2)cc(OC)c1	.	.	-4	-5	0	.	.	-15
COC(=O)C[C@H]1CC[C@@H]2[C@H](COc3ccc(NS(=O)(=O)c4ccccc4Cl)cc3C(=O)N2C)O1	18	0.0	1	6	.	-1	.	2
O=C1CC(c2ccco2)CC(O)=C1C=NCCN1CCN(C2CC(=O)N(c3ccccc3)C2=O)CC1 (stereo not given)	.	.	-1	5	-3	.	-11	0
CN1CCN(S(=O)(=O)c2ccc(Br)s2)CC1	.	.	-1	-1	8	.	4	3
O=C1CS(=O)(=O)N(Cc2ccccc2F)c2ccc(Br)cc21	-41	0.6	0	5	1	.	17	1
N#C/C(=N\Nc1ccc(F)cc1)C(=N)N1CCCCC1	.	.	-19	-10	-1	.	6	-3
Cc1noc(C)c1S(=O)(=O)N(C)C[C@H]1Oc2ccc(NS(=O)(=O)c3ccccc3)cc2CC(=O)N([C@H](C)CO)C[C@H]1C	-6	1.9	-5	-2	16[16.7 µM]	0	4	-8
CC(=O)[C@@]12O[C@@H]1C[C@H]1[C@@H]3CC[C@H]4C[C@@H](O)CC[C@]4(C)[C@H]3CC[C@@]12C	-7	0.1	-2	-4	-1	2	-5	-7
C[C@@H]1CCCCO[C@H](CN(C)C(=O)Nc2ccc(F)cc2)[C@H](C)CN([C@H](C)CO)C(=O)c2cc(NC(=O)c3ccccc3)ccc2O1	16	-0.1	8	5	-5[16.7 µM]	-1	-16	-4
CCOC(=O)c1c(C)c(C(=O)NCC2CCCO2)c(C)n1CC (stereo not given)	10	.	.	.	1	-1	-14	.
O=C(Nc1cccc2c1CCCC2)C1CCN(C(=O)NC2CCCCC2)CC1	.	.	3	5	1	.	-6	4
O=C(c1ccccc1Cl)N1CCC(N2CCC(C(=O)N3CCCC3)CC2)CC1	-25	.	2	-1	0	-1	11	-10
CC(=O)c1ccc(OC(=O)c2ccc(Br)o2)cc1	.	.	-1	2	-10	.	0	-12
CN(C)C(=O)C[C@H]1C[C@H]2c3cc(NC(=O)NC4CCCC4)ccc3O[C@H]2[C@@H](CO)O1	8	-0.3	-1	3	-4[16.7 µM]	2	1	-7
COc1ccc(C(=O)C2CCCN(C(=O)c3cccc(Cn4cccn4)c3)C2)cc1F (stereo not given)	-11	0.9	7	7	.	-2	.	-4
COc1cccc(OC)c1C(=O)NNC(=O)c1cccc(COc2ccc3c(c2)CCC3)c1	.	.	-2	-5	2	.	0	-12
COc1ccc(NC(=O)Nc2ccc3c(c2)C(=O)N([C@H](C)CO)C[C@H](C)[C@H](CN(C)S(=O)(=O)c2ccc(F)cc2)OCCCC[C@@H](C)O3)cc1	-7	.	-1	4	8[16.7 µM]	0	-4	7
CC1CCCN(S(=O)(=O)c2ccccc2[N+](=O)[O-])C1 (stereo not given)	.	.	1	7	0	.	-9	4
CCN(CC(=O)Nc1ccc2c(c1)OCCO2)C(=O)CCOc1ccccc1	-5	.	-1	3	-4	-3	1	8
CO[C@@H](CN(C)CC1CCOCC1)[C@H](C)CN(C(=O)Nc1ccc(F)cc1)[C@H](C)CO	-7	0.0	-8	0	.	1	4	-8
O=S(=O)(c1cccs1)N1CCCCC1	-5	1.0	-1	-1	-3	0	1	2
CC1=C(C)CC(C(=O)Nc2ccc(C(N)=O)cc2)C(C(=O)O)C1 (stereo not given)	.	.	0	3	0	.	15	-10
Cc1ccc(C(=O)NCCC(=O)N2CCOCC2)cc1	-5	-0.4	0	.	.	-4	.	4
CCCCN(C(=O)NC(=O)Nc1ccccc1OCC)S(C)(=O)=O	.	.	-2	1	3	.	-1	-9
Cc1ccc(NC(=O)C2CCCN2S(=O)(=O)c2ccc(F)cc2)c(C)c1 (stereo not given)	.	.	-3	3	-1	.	-6	5
CCS(=O)(=O)Nc1ccc2c(c1)C(=O)N(C)[C@H]1CC[C@@H](CC(=O)NC3CCCCC3)O[C@H]1CO2	-8	-0.2	-6	3	-3[16.7 µM]	3	-2	-1
O=C(Cn1ncc2c3ccccc3n(Cc3ccccc3F)c2c1=O)NCCN1CCOCC1	-10	0.5	0	1	-3	4	-7	-1
Cc1noc(C)c1C(=O)N1CCCC(Nc2ccc(C(C)C)cc2)C1 (stereo not given)	-12	.	0	2	2	-3	.	0
CCC(Oc1ccccc1)C(=O)Nc1nc2ccccc2[nH]1 (stereo not given)	.	.	2	6	-1	.	0	8
CC(=O)N(c1ccccc1)c1ccccc1[N+](=O)[O-]	3	0.6	0	-3	1	0	-10	0
C[C@H](CO)N1C[C@H](C)[C@@H](CN(C)C)Oc2ccc(NS(C)(=O)=O)cc2C1=O	-3	.	55	9	20[16.7 µM]	-5	-4	8
Cc1ccc(NC(=O)C(=O)NCCN2CCN(C(=O)C(c3ccccc3)c3ccccc3)CC2)cc1	.	.	-3	0	-9	.	7	-8
CC(=O)N1C[C@H]2[C@@H](c3ccccc31)[C@H](CO)N2C(=O)c1ccc(F)cc1	-9	0.0	1	1	-25[16.7 µM]	0	2	16
O=C(Cc1cccc(NC(=O)C2CCN(C(=O)C3CCC3)CC2)c1)Nc1cccc(C(=O)N2CCCC2)c1	-15	0.1	2	0	.	0	.	1
O=C(CNC(=O)c1ccccc1)c1ccccc1	-11	-0.2	-5	4	-4	-2	5	7
N#Cc1ccccc1OCC(=O)NNC(=O)CCC1CCCC1	3	.	2	0	-6	0	7	-12
O=C(CSc1nc2ccccc2c(=O)[nH]1)Nc1ccc(C(=O)O)cc1	-8	.	0	0	-1	-17	1	-5
CN1CCN(C(=O)/C(=C/c2cn(S(=O)(=O)N(C)C)c3ccccc23)NC(=O)c2ccccc2F)CC1	-10	-0.2	-3	-3	-8	0	-8	1
COCC(=O)Nc1ccc2c(c1)C(=O)N(C)[C@@H]1CC[C@@H](CC(=O)NCc3ccccc3)O[C@H]1CO2	0	0.6	1	1	-3[16.7 µM]	1	3	-12
Cc1cccc(C(=O)N2CCN(c3ncnc4c3cnn4-c3ccccc3)CC2)c1	.	.	-3	3	-1	.	8	2
Cc1cc(NC(=O)CSCC(=O)OCC(=O)c2ccc(Br)cc2)no1	-156	0.0	0	-7	-6	-4	.	-2
O=S(=O)(O)c1cccc2cccc(Nc3ccccc3)c12	-28	1.6	-2	-1	-3	43*	1	20
Cc1ccc(S(=O)(=O)N(C)CC(=O)OCC(=O)N2CCN(c3ccccc3)CC2)cc1	-21	2.7	-1	-5	1	-2	0	-1
CCOC(=O)C1CCCN(C(=O)CCn2nc(-c3ccccc3)ccc2=O)C1 (stereo not given)	-13	.	0	9	-6	4	-9	-17
COc1ccc(/C=N/NC(=O)CNS(=O)(=O)c2ccc(C)cc2)cc1	-21	0.0	.	.	-2	2	-6	.
C[C@@H]1CN([C@H](C)CO)C(=O)Cc2cc(NS(=O)(=O)c3ccc(Cl)cc3)ccc2O[C@H]1CN(C)C(=O)NC1CCCCC1	15	2.7	-1	2	3[16.7 µM]	-2	-3	5
CS(=O)(=O)N1[C@@H]2Cn3c(ccc(C4=CCCCC4)c3=O)[C@H]1[C@@H](C(=O)N1CCCCC1)[C@@H]2CO	-1	0.1	-2	2	1[16.7 µM]	1	.	10
CCNC(=O)c1ccccc1-c1nc(-c2ccccc2)no1	-12	3.8	-1	-10	4	0	-19	8
COc1ccc(NC(=O)Nc2ccc3c(c2)[C@H]2C[C@@H](CC(=O)NCc4ccncc4)O[C@@H](CO)[C@H]2O3)cc1	9	0.0	.	.	.	3	20	.
COCC1CCN(C(=O)c2cc(COc3ccc(C)c(C)c3)on2)C1 (stereo not given)	-3	-0.2	1	-5	-8	0	-3	1

Assay outcomes (PubChem BioAssay)
